High-throughput results as filed in PubChem BioAssay.
MLL CXXC-DNA inh = MLL CXXC-DNA interaction inhibition; MLL-CXXC / FITC-HOXA9 DNA fluorescence polarization; Potency, µM (doses to about 115 µM), inactives show top-dose activity change, negative = inhibition, usual class: inhibitors; 0.037% of 290,000 active; active means well fitted inhibition curve with a large enough effect in the polarisation, with a control signal flat, not every such curve was filed as active; inconclusive means small, poorly fitted or top-dose-only effect, or effect the other way, or a change in a side signal; inactive means no such curve, though single readings can be large or run the other way; the % refers to the polarisation
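Fluorescence polarization: 7 uM MLL-CXXC (stock) preincubated 5 min with compounds, then 50 nM fluorescein-HOX-A9 DNA (stock) added; 30 min ambient. Buffer 50 mM Tris-HCl pH 7.5, 50 mM NaCl, 1 mM DTT, 0.05% BSA.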
NPC1 prom act = activators of NPC1 promoter; Potency, µM (titrated, usually from 9.22 µM), for the others: top-dose activation, usual class: activators; 2.4% of 320,000 active; Huh7 NPC1 promoter luciferase reporter, 24 h;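 further: % of control where 0% means no effect; nearly all actives have a fitted effect of over 60% in size; reporter is driven by a mutant NPC1 promoter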
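Huh7 cells stably carrying NPC1 promoter–luciferase, plated in Opti-MEM with 10% FBS for 2 h, were exposed to compound in DMSO for 24 h at 37 °C; luciferase reagent was added for 10 min and luminescence read.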
Rab9 promoter act = activates the Rab9 promoter. Huh7 Rab9 promoter-luciferase reporter, luminescence, 24 h. Potency, µM (top dose mostly 9.22 µM), without a hit: at the highest dose activation, negative = inhibition, most hits filed as activators. 2.8% of 320,000 active; further: % of control where 0% means no effect; nearly all actives have a fitted effect of over 60% in size
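Stable Rab9-luc Huh7, 1500 cells/well, 2 h settle; cmpd in DMSO, 24 h, 37 °C/5% CO2; luciferase reagent 10 min RT; luminescence.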
MBNL1 CUG block = inhibitors of human MBNL1 binding to CUG repeat RNA | Q9NR56 | TR-FRET MBNL1-His/biotin-(CUG)12 binding, 665/545 ratio | Potency, µM (highest dose often 57.5 µM), inactives show top-dose activity change, negative = inhibition, actives largely listed as inhibitors | 0.036% of 280,000 active | AID 2675; active means well fitted inhibition curve with a large enough effect in the signal ratio, with a control signal flat, not every such curve was filed as active; inconclusive means small, poorly fitted or top-dose-only effect, or effect the other way, or a change in a side signal; inactive means no such curve, though single readings can be large or run the other way; the % refers to the signal ratio; further: on the % scale 0 is the no-effect control and ±100 the full control effect
Target sequence (Q9NR56 whole entry, looked up): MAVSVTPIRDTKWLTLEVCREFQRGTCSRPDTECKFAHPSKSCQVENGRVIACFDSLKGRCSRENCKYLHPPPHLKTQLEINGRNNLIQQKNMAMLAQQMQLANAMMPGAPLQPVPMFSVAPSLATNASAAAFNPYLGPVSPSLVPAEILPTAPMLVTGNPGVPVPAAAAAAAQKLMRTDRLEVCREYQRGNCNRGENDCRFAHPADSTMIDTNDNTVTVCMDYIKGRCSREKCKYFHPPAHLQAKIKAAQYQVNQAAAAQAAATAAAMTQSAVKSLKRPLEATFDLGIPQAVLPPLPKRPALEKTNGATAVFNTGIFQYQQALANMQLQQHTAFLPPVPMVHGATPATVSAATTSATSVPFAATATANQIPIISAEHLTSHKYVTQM
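MBNL1-His + Biotin-(CUG)12, cpd titration 92 nM–58 uM; Tb anti-His Ab 0.055 ng/ul, SA-XL665 5 nM (final); 60 min RT; ratiometric 665/545 nm, Ex 340 nm; normalized to buffer and full-complex controls.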
BRCA1 expr up = increases BRCA1 expression. MCF7-BRCA1-FFLuc reporter, luminescence, 48 h; response scale: scaled: vehicle 0%, 10 µM genistein 100%. Potency, µM (doses to about 46.1 µM), for inactives: at the highest dose activation, most hits filed as activators. 1.1% of 380,000 active; further: nearly all actives have a fitted effect of over 80% in size; some results filed as inactive show a strong effect at the top dose
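Activators of BRCA1 expression were detected as increased firefly luciferase luminescence in engineered MCF7 cells after 48 h compound incubation. Signals were scaled to genistein 10 microM as full activation.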
uPA surface inh = blocks generation of uPA at the cell surface; Potency, µM (doses to about 38.3 µM), inactives show at the top dose activity change, negative = inhibition, actives largely listed as inhibitors; AID 540303; 0.31% of 330,000 active; cell surface uPA generation assay, qHTS; active means well fitted inhibition curve with a large enough effect; inconclusive means small, poorly fitted or top-dose-only effect; inactive means no such curve, though single readings can be large or run the other way; tested in mouse RAW 264.7 cells; further: on the % scale 0 is the no-effect control and ±100 the full control effect; nearly all actives have a fitted effect of over 55% in size
VP16 counter = counter-screen for ROR gamma inhibitors: Gal4-VP16 reporter; Drosophila S2 Gal4-VP16 UAS-luciferase, luminescence, 20 h; Potency, µM (doses to about 53.6 µM), for inactives: at the top dose activity, negative = inhibition, actives largely listed as inhibitors; 3.5% of 310,000 active; AID 2546;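 further: Gal4-VP16 expression switched on by copper sulfate through the metallothionein promoter; on the % scale 0 is the no-effect control and ±100 the full control effect; nearly all actives have a fitted effect of over 50% in size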
ELG1 genotox = genotoxicity induction in ELG1-luciferase HEK293T cells | AID 504466 | Potency, µM (series often up to 46 µM), without a hit: at the highest dose activity change, positive = activation, most hits filed as activators | HEK293T ELG1-luciferase reporter, luminescence, 16 h | 1.3% of 330,000 active; further: % of control where 0% means no effect; nearly all actives have a fitted effect of over 60% in size
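Cells (2,000/well) expressing the ELG1-luciferase fusion are dosed by pin tool and kept 16 hr at 37 °C, 5% CO2. Signal comes from ONE-Glo luciferase reagent after 30 min at room temperature.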
p53 reactivation = mutant p53 re-activation in reporter cells; H1299 p53-A138V BP100-luciferase reporter, luminescence, 24 h; Potency, µM (doses to about 92.2 µM), inactives show at the top dose activity change, positive = activation, hits mostly activators; 0.063% of 320,000 active; further: % of control where 0% means no effect; nearly all actives have a fitted effect of over 45% in size
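p53-null H1299 cells stably carrying temperature-sensitive p53-A138V and a BP100-luciferase reporter were pinned with compounds (4-point, 1:5 series) and held 24 hrs at 37 deg C. Luminescence was read 10 min after detection reagent.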
RORgamma inh = blocks mouse ROR gamma transcriptional activity; 5.4% of 310,000 active; Potency, µM (titrated, usually from 53.6 µM), for the others: at the highest dose activity change, negative = inhibition, most hits filed as inhibitors; Drosophila S2 Gal4-RORgamma UAS-luciferase reporter, 20 h; AID 2551; further: on the % scale 0 is the no-effect control and ±100 the full control effect; nearly all actives have a fitted effect of over 60% in size
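Compounds are pin-transferred onto Drosophila Schneider cells expressing a copper-inducible Gal4–ROR gamma transactivation domain fusion. After 1 hr, copper sulfate is added to 700 uM final; luciferase is read 20 hr later.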
FLuc counter = firefly luciferase modulation, counter-screen for miR-21 project; P08659; purified FLuc, Km substrates, luminescence inhibition; Potency, µM (highest dose often 57.5 µM), inactives show at the highest dose activity change, negative = inhibition, usual class: inhibitors; 6.9% of 360,000 active; AID 588342;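 further: plate controls were vehicle for no effect and reference inhibitor for full effect; nearly all actives have a fitted effect of over 55% in size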
Target sequence (P08659 whole entry, looked up): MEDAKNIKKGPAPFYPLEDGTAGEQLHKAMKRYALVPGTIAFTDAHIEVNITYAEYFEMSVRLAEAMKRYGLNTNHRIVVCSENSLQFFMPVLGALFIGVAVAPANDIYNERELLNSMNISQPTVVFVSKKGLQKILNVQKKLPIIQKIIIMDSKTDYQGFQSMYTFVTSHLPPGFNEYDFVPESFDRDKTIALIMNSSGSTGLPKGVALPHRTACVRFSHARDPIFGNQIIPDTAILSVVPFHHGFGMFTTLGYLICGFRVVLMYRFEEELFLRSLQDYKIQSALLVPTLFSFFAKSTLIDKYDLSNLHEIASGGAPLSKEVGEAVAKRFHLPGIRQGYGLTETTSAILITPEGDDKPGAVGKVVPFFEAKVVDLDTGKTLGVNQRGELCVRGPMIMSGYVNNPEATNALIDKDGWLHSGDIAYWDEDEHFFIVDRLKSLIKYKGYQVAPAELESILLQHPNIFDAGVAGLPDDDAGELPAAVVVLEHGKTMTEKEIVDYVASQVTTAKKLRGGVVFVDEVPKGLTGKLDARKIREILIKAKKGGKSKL
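Purified P. pyralis luciferase (10nM final) with 10uM D-luciferin and 10uM ATP (Km levels) in 50mM Tris acetate pH 7.5, 10mM Mg acetate, 0.01% Tween-20, 0.05% BSA; qHTS 6-point titration, ~60 µM downward; luminescence read.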
The depositor's hits bear a star; ? = inconclusive; . = no result given; [ ] = remark or other dose. Unless noted, the call rests on the fitted dose curve; in most records, active means well fitted curve in the direction sought with a large enough effect; inconclusive means small, poorly fitted or top-dose-only effect, or another doubt; inactive means no such curve, though single readings can be large; an effect the other way counts as inactive or inconclusive. Potency means the concentration at half of the fitted maximal effect. Some of the compounds tested, so the mix of outcomes need not match the whole.

mol	MLL CXXC-DNA inh	NPC1 prom act	Rab9 promoter act	MBNL1 CUG block	BRCA1 expr up	uPA surface inh	VP16 counter	ELG1 genotox	p53 reactivation	RORgamma inh	FLuc counter
Oc1cccc2nc3ccccc3nc12	?	13%	?	.	5%	?	5µM*	-11%	21%	?	?
CN1C(=O)N(C)C(=O)C2(Cc3cc(NC(=O)c4ccccc4Cl)ccc3N3CCCC32)C1=O (configuration not stated)	19%	-2%	7%	-8%	8%	-7%	1%	4%	10%	-3%	?
CN(C)c1ccc(/C=C2/C(=O)NC(=O)N(Cc3ccco3)C2=O)cc1	0%	-6%	0%	.	-12%	-2%	3%	7%	-11%	13%[10 µM]	-17%
O=C1NC(=O)C(CCc2ccncc2)(CCc2ccncc2)C(=O)N1Cc1ccc(F)cc1	-3%	-1%	0%	-4%	2%	0%	-1%	5%	2%	12%	-3%
Cc1cc(=O)oc2cc(OCC(=O)N3C[C@H]4C[C@@H](C3)c3cccc(=O)n3C4)c(Cl)cc12	0%	-4%	0%	4%	1%	6%	0%	6%	.	3%	2%
CC(C)N1C(=O)/C(=C/C=C/c2ccco2)C(=O)N(Cc2ccco2)C1=O	-7%	-18%	4%	2%	-1%	-9%	?	1%	-17%	?	-10%
COC(=O)C1=C(c2ccc(F)cc2OCc2ccccc2)C[C@@H]2CC[C@H]1N2C(=O)NCc1ccc(Cl)cc1	.	-11%	-7%	.	-24%	-6%	.	-8%	-4%	.	-1%
CC(C)CCOC(=O)c1c(N)n(CC2CCCO2)c2nc3ccccc3nc12 (configuration not stated)	-10%	4%	-2%	?	-78%	9%	-3%	-26%	22%	-2%	-10%
CN(C)Cc1ccccc1OC(=O)N(C)C	14%	-4%	0%	-4%	9%	-4%	-3%	1%	-2%	11%	8%
O=[N+]([O-])c1ccc(NCCCN2CCOCC2)nc1	-6%	2%	3%	?	33%	0%	-17%	0%	13%	-14%	1%
CN1CCN(c2cc([N+](=O)[O-])ccc2Cl)CC1	6%	-1%	1%	?	3%	14%	-8%	0%	2%	-10%	1%
COP(=O)(OC)C(Nc1ccccc1)c1ccccc1 (configuration not stated)	-23%	1%	7%	-3%	-1%	1%	-15%	-16%	.	-33%	-1%
COc1ccc(OC)c(NC2=NCCCS2)c1	-5%	-1%	-3%	-4%	-7%	6%	4%	-5%	-2%	-3%	1%
Cc1nc(Cl)sc1C(=O)Nc1ccc2ccccc2c1	3%	14%	?	7%	.	5%	-10%	?	?	16%	7.6µM*
Cc1cccc(C(=O)NC(Oc2ccccc2)C(Cl)(Cl)Cl)c1 (configuration not stated)	8%	-1%	4%	1%	12%	4%	-29%	2%	-5%	-18%	0%
O=C(COc1ccccc1Cl)N1CCCC(N2CCN(c3ccc(F)cc3)CC2)C1 (configuration not stated)	2%	-23%	2%	2%	2%	-14%	-6%	-14%	-1%	39%	0%
Cc1ccc(C2NC(=S)NC(c3ccc(C)cc3)C23C(=O)NC(=O)NC3=O)cc1 (configuration not stated)	-24%	2%	1%	1%	12%	1%	-1%	0%	13%	1%	3%
N/C(=N/[N+](=O)[O-])N1CCN(C(=O)c2ccc(Cl)cc2)CC1	10%	5%	0%	.	-37%	13%	6%	4%	0%	15%	1%
O=C(c1n[nH]c(=O)c2ccccc12)N1CCC2(CC1)OCCO2	13%	-1%	-4%	3%	0%	-2%	-10%	1%	-3%	1%	-1%
O=[N+]([O-])c1ccc(N2CCCC2)c2ncccc12	-11%	-1%	-6%	?	3%	0%	-7%[10 µM]	-15%	-2%	-2%	5%
O=C1CN=C(c2cccc(Br)c2)c2cc(Br)ccc2N1	35%[activator]	-15%	-6%	-6%	-47%	-3%	-8%	2%	2%	-4%	0%
O=C(Nc1sc2c(c1C(=O)O)CCCCC2)c1cccs1	-13%	?	4.5µM*	-2%	74%	?	-28%	7%	-4%	0%	2.7µM*
CC(=O)NN1C(=O)c2ccccc2NC1c1cccnc1 (configuration not stated)	-7%	1%	0%	-3%	-14%	-4%	3%	-8%	4%	6%	0%
O=C(NC(c1ccc(Cl)cc1)P(=O)(Oc1ccccc1)Oc1ccccc1)OCc1ccccc1 (configuration not stated)	-1%	-1%	-8%	?	-52%	1%	-10%	?	-3%	-32%	0%
Cc1nn(Cc2ccccc2Cl)c(Cl)c1C(=O)OCC(=O)NCc1ccco1	9%	-2%	-1%	2%	6%	.	-17%	-7%	-13%	29%	1%
O=C1/C(=C/c2ccc([N+](=O)[O-])cc2)N2CCC1CC2	18%	-1%	15%	?	16%	0%	?	1%	?	21%	-10%
CCOP(=O)(OCC)C(NC(=O)c1ccccc1Cl)=C(Cl)Cl	0%	-2%	-3%	-6%	-16%	1%	-1%	0%	-2%	5%	12%
CCN1C(=O)c2ccccc2Sc2ccc(C(=O)N3CCC4(CC3)OCCO4)cc21	-14%	1%	14%	-6%	-14%	-8%	1%	-5%	-6%	-1%	-2%
Cc1ccsc1C(=O)C1CCCN(Cc2cnn(C)c2)C1 (configuration not stated)	-7%	-3%	-1%	9%	-18%	3%	-6%	1%	-3%	2%	1%
Cc1[nH]c2ccccc2c1CCNCc1ccco1	14%	2%	0%	1%	-5%	-1%	-11%	0%	-2%	-3%	7%

Filtered by structure, those above with fluorine (3)
mol	MLL CXXC-DNA inh	NPC1 prom act	Rab9 promoter act	MBNL1 CUG block	BRCA1 expr up	uPA surface inh	VP16 counter	ELG1 genotox	p53 reactivation	RORgamma inh	FLuc counter
O=C1NC(=O)C(CCc2ccncc2)(CCc2ccncc2)C(=O)N1Cc1ccc(F)cc1	-3%	-1%	0%	-4%	2%	0%	-1%	5%	2%	12%	-3%
COC(=O)C1=C(c2ccc(F)cc2OCc2ccccc2)C[C@@H]2CC[C@H]1N2C(=O)NCc1ccc(Cl)cc1	.	-11%	-7%	.	-24%	-6%	.	-8%	-4%	.	-1%
O=C(COc1ccccc1Cl)N1CCCC(N2CCN(c3ccc(F)cc3)CC2)C1 (configuration not stated)	2%	-23%	2%	2%	2%	-14%	-6%	-14%	-1%	39%	0%

More structures:
mol	MLL CXXC-DNA inh	NPC1 prom act	Rab9 promoter act	MBNL1 CUG block	BRCA1 expr up	uPA surface inh	VP16 counter	ELG1 genotox	p53 reactivation	RORgamma inh	FLuc counter
COC(=O)C(O)(c1ccc(NC(=O)Oc2ccccc2)cc1)C(F)(F)F (configuration not stated)	3%	1%	-1%	-1%	-10%	-1%	-6%	2%	10%	?	15µM*
COCCCN1CCN(c2nnc3n2-c2sc(Br)cc2C(c2ccccc2Cl)=NC3)CC1	-5%	-4%	-1%	-4%	-2%	-1%	-10%	2%	1%	-3%	-1%
O=C(O)C(Br)CBr (configuration not stated)	.	3%	3%	.	10%	-6%	4%	11%	10%	-13%	2%
COc1ccc(OC)c(N2C(=O)CC(=O)NC2=O)c1	0%	1%	0%	-3%	23%	10%	-2%	0%	1%	-13%	-1%
Fc1ccccc1CCNCc1ccccc1	14%	0%	-3%	-4%	1%	4%	-2%	0%	6%	4%	-1%

Reprinted at random: three compounds from above
mol	MLL CXXC-DNA inh	NPC1 prom act	Rab9 promoter act	MBNL1 CUG block	BRCA1 expr up	uPA surface inh	VP16 counter	ELG1 genotox	p53 reactivation	RORgamma inh	FLuc counter
O=C(O)C(Br)CBr (configuration not stated)	.	3%	3%	.	10%	-6%	4%	11%	10%	-13%	2%
COCCCN1CCN(c2nnc3n2-c2sc(Br)cc2C(c2ccccc2Cl)=NC3)CC1	-5%	-4%	-1%	-4%	-2%	-1%	-10%	2%	1%	-3%	-1%
Fc1ccccc1CCNCc1ccccc1	14%	0%	-3%	-4%	1%	4%	-2%	0%	6%	4%	-1%
